Assay outcomes as filed in PubChem BioAssay.
NS3 helicase inh: blocks Hepatitis C virus NS3 helicase unwinding; 0.56% of 290,000 active; NS3 helicase DNA unwinding, Cy5 molecular beacon fluorescence; inhibition, % at 10.9 µM;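 active means inhibition above the mean of all tested compounds plus 3 SD, set per campaign, cut at about 35% in these data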;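 further: 0% = DMSO wells and 100% = thioflavine S control wells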
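System: Hepatitis C virus NS3 helicase domain fragment enzyme | Reagent: Annealed dual-labelled DNA beacon duplex, ATP-started | Compound dosing: 10.9 µM single point, 0.8% DMSO | Incubation: 1 h reaction at 25 °C, ATP-initiated | Technique: Cy5 fluorescence | Evaluation: Percent inhibition from t60/t0 fluorescence ratio | Benchmarks: Low DMSO, high thioflavine S at 110 µM | Replication: Singlicate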
IDE cell activ: boosts human insulin-degrading enzyme activity in HEK cells. P14735. FAbeta-B cleavage, fluorescence polarization; 0% vehicle, 100% cell-free pure enzyme wells. activation, % at 5.96 µM. 0.073% of 340,000 active;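 active means activation above the mean of all tested compounds plus 3 SD, set per screening campaign, cut at about 17% in these data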
Target sequence (P14735 whole entry, looked up): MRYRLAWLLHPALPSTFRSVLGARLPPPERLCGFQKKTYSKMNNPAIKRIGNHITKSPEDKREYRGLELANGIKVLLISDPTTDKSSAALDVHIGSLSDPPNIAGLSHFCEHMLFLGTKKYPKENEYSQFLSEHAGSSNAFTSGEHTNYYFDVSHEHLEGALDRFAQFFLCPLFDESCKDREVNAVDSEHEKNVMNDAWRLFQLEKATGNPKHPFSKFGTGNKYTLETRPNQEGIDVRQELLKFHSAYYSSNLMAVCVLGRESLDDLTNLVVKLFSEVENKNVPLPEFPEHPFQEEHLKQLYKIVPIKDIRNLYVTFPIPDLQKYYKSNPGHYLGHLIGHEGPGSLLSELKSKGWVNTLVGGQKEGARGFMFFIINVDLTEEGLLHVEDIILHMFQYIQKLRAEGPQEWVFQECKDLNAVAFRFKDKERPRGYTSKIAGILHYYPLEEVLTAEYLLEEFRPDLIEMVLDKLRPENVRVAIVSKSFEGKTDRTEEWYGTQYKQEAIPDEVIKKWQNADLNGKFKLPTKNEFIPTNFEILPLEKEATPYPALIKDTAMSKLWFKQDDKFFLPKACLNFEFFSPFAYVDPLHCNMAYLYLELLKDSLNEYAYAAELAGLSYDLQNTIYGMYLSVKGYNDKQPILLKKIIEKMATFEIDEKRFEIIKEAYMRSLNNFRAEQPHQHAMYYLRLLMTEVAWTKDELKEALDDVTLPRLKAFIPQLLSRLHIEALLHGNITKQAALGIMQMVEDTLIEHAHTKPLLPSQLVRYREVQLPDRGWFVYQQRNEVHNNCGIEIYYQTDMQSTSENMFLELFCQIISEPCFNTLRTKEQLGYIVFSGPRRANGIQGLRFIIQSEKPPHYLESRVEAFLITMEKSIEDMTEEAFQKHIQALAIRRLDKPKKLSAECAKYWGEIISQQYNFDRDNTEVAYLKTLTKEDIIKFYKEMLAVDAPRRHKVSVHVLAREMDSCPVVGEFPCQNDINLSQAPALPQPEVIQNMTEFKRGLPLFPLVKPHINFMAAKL
DNA FID counter: fluorescent intercalator displacement, NS3 helicase counter-screen. DNA fluorescent intercalator displacement, fluorescence. inhibition, % at 7.9 µM. 0.17% of 290,000 active; in the data active means inhibition above about 37%;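 further: 0% = vehicle and 100% = reference compound; higher means more ethidium bromide displaced from hairpin DNA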
pCIP destab: compounds decreasing mouse p/CIP protein stability | Q05BA5 | F442A p/CIP-EGFP cells, EGFP fluorescence, 16 h | decrease of EGFP signal, % at 10 µM | 0.01% of 290,000 active;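 active means EGFP signal decrease of at least 30% at 10 µM or well 3 SD below plate mean, unless failing retest; inactive means the rest, including hits failing retest or dose response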; further: some compounds called inactive have numbers as strong as hits; many of its hits are not listed in these tables
IDE inh: inhibitors of human insulin-degrading enzyme in cells | P14735 | AID 434962 | 0.41% of 320,000 active | inhibition, % at 5.59 µM | HEK cells, FAbetaB cleavage, fluorescence polarization;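 active means percent inhibition above the average of all tested compounds plus 3 SD, set per screening campaign, cut at about 16% in these data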;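 further: IDE supplied by intact live HEK cells; FP after avidin binding of uncleaved biotin substrate so inhibition keeps polarization high; 0% = DMSO wells and 100% = 60 µM reference IDE inhibitor Ii1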
UBC9 SUMO inh: SUMOylation inhibition; P63279; HTRF SUMOylation assay, SAE1/SAE2 + UBC9, in vitro; inhibition, % at 35 µM; 0.36% of 290,000 active; AID 2006; in the data active means inhibition above about 50%, passing the limit was not always enough; further: strong numbers were not always called active
IMP-1 inh: blocks Pseudomonas aeruginosa IMP-1 metallo-beta-lactamase; inhibition, % at 5.6 µM; 0.45% of 290,000 active; purified IMP-1, nitrocefin hydrolysis, epi-absorbance fluorescence; AID 1556;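 active means inhibition above the mean plus 3 SD of all compounds in the same screening run, cut at about 4.5% in these data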;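 further: 0% = IMP-1 with DMSO and 100% = DMSO wells lacking enzyme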
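System: purified recombinant IMP-1 beta-lactamase. Medium: Zinc- and detergent-supplemented HEPES buffer, pH 7.1. Compound: one 5.6 µM dose […]. Schedule: 15 min preincubation plus 25 min reaction at 25 °C. Technique: Epi-absorbance fluorescence, 480 nm excitation, 530 nm emission.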
PfM18AAP inh: PfM18AAP enzyme inhibition. inhibition, % at 7.35 µM. 1.2% of 290,000 active. recombinant PfM18AAP, H-Glu-NHMec fluorogenic cleavage;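 active means inhibition above the campaign mean inhibition over all tested compounds plus 3 SD, cut at about 28% in these data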;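 further: 0% = plate median of test compound wells and 100% = 2 mM ZnCl2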
VIM-2 inh: inhibitors of Pseudomonas aeruginosa VIM-2 metallo-beta-lactamase; purified VIM-2, nitrocefin hydrolysis, epi-absorbance fluorescence; inhibition, % at 5.6 µM; 0.89% of 290,000 active;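 active means inhibition above the mean of all tested compounds plus 3 SD, cutoff set per screening run, cut at about 7.5% in these data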;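 further: red hydrolysis product quenches plate fluorescence so inhibitors raise well fluorescence; 0% = enzyme with DMSO and 100% = DMSO without enzyme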
* = called active by the depositor; nt = not tested or not shown. Rows were taken by chance. Share with any hit: about 3.6%.

Values run as follows: pCIP destab, UBC9 SUMO inh, PfM18AAP inh, IMP-1 inh, VIM-2 inh, IDE inh, NS3 helicase inh, IDE cell activ, DNA FID counter
CCN(CC)c1ccc(/C=N/NC(=O)CNC(=O)c2ccc3c(c2)OCCO3)cc1
  -4, -7, 5, -2.0, -2.9, 0, -1, 4, -27
Cc1ccc(NC(=O)CSc2nnc(CNC(=O)c3c(F)cccc3Cl)o2)cc1
  -4, 16, 1, -0.9, 0.4, -2, -3, 3, -5
Cc1ccc(Cl)cc1NC(=S)N(CCCN1CCOCC1)Cc1ccccn1
  3, 3, 3, -3.8, -4.9, 3, 5, 6, 6
O=C(COc1ccc(S(=O)(=O)N2CCOCC2)cc1Cl)NC1CC1
  -5, -6, -7, 0.4, 0.5, -3, 12, 0, -9
CCOC(=O)N1CCC(NC(=O)C2CCN(S(=O)(=O)c3ccc4c(c3)oc(=O)n4C)CC2)CC1
  2, -2, -2, -0.4, -1.2, -1, -3, 7, -11
CC(C)CC(C(=O)Oc1ccc2c3c(c(=O)oc2c1)CCC3)N1C(=O)c2ccccc2C1=O (stereo unspecified)
  -17, 8, -13, -3.4, -2.4, nt, 1, -5, 2
Cc1cccc(N2CCN(C3=NC(=O)C(Cc4ccccc4)S3)CC2)c1 (stereo unspecified)
  2, -4, -1, -3.0, -1.3, -2, -5, -4, -36
Cc1ccccc1CCNC(=O)C1CCN(S(=O)(=O)c2ccc(-n3cnnn3)cc2)CC1
  -5, 13, 3, -0.4, -0.3, nt, 1, 4, -20
CCOC(=O)C1(Cc2ccc(Cl)cc2)CCN(C(=O)c2cnc(C)cn2)CC1
  -12, -4, 6, -5.0, -3.9, -1, 0, 3, -38
Cc1cc2cc3c(cc2nc1SCc1ccccn1)OCCO3
  -3, -9, 10, -2.3, -1.4, -1, -2, 0, -5
Cc1ccc(CCSc2ccc(C(C)C)cc2)cn1
  -9, 0, -16, -0.3, 0.5, 3, -14, 0, -3
Cc1cc(C(=O)COC(=O)c2ccc(Br)o2)c(C)n1C
  12, 9, -10, -1.8, 0.9, -3, 2, 2, -4
CCOc1ccc(NC(=O)C2CCN(S(=O)(=O)c3c(C)n[nH]c3C)CC2)cc1
  -10, 13, -3, -1.2, -2.9, 6, -4, -4, -5
CC1CCCC(n2cnc3cc(C(=O)O)ccc32)C1C (stereo unspecified)
  10, -20, 1, -3.5, -2.2, -1, 6, 4, -10
CSc1nsc(SCC(=O)Nc2c(C)n(C)n(-c3ccccc3)c2=O)n1
  0, 12, 14, -1.3, -3.8, 7, 7, -1, -11
COc1cccc(CNS(=O)(=O)c2ccc3c(c2)N(C(C)=O)CCO3)c1
  10, 8, -5, -2.0, -2.2, 4, 9, 6, -16
Cn1cc(Br)c(C(=O)N2CCCCCC2)n1
  -1, 9, 3, -1.5, -2.0, nt, 4, -1, -5
COC(=O)C(NC(C)=O)(Nc1sc2c(c1C(N)=O)CCCC2)C(F)(F)F (stereo unspecified)
  5, 0, -6, -2.7, -4.5, 5, 2, 8, -3
CCC(C)[C@@H](C(=O)Nc1ccc2c(c1)OCO2)N1Cc2ccccc2C1=O (stereo partly specified)
  -2, 5, -11, -3.5, -1.8, 5, -11, 2, -18
O=C(CN1CCN(Cc2ccccc2)CC1)Nc1ccc(Br)cc1
  -3, 0, 0, -0.9, -0.5, -1, -9, 5, 5

Values run as follows: pCIP destab, UBC9 SUMO inh, PfM18AAP inh, IMP-1 inh, VIM-2 inh, IDE inh, NS3 helicase inh, IDE cell activ, DNA FID counter
Cc1ccc(C(=O)ON=C2CCN(S(=O)(=O)c3ccccc3)CC2)cc1
  -21, 10, 1, -1.4, 0.1, -7, -3, 1, -18
CCCN(CCC)CCCNC(=O)c1ccc2c(c1)N(CC)C(=O)c1ccccc1S2=O (stereo unspecified)
  -18, -2, -7, -2.0, 0.1, 3, -5, -1, 10
CCCCNC(=O)CN(CCc1ccccc1)S(C)(=O)=O
  -5, 15, 4, -2.9, -2.1, -6, 4, 2, -5
Cn1c(SCC#N)nc2ccccc2c1=O
  -5, 23, 1, -3.2, -0.2, -2, 3, -5, 0
O=C(O)c1ccc(N/N=C/C2=Cc3ccccc3OC2)cc1
  -3, 32, 6, -3.1, 0.1, 1, 25, 10, -24
Cc1ccc(Cn2c(C)nc3ccc([N+](=O)[O-])cc3c2=O)cc1
  -1, -4, 2, -0.8, -2.3, 2, -13, 6, 0
COc1ccc(-c2c(C#N)c(SCC(=O)c3cc4ccccc4oc3=O)nc(C)c2C(=O)Nc2ccccc2)cc1
  0, 43, 2, -4.4, -4.9, 0, 52*, 1, -9
Fc1ccc(CSc2nc3ccccc3[nH]2)cc1
  -1, 8, 0, -1.5, -0.6, 4, -1, 2, 0
O=S(=O)(Nc1ccc(N2CCOCC2)cc1)c1ccc(Cl)s1
  -2, 9, 20, -0.2, -1.9, 1, 1, -1, -2
COC(=O)c1ccc(N2CCN(C)CC2)c(NC(=O)c2ccc(-c3ccc(Cl)cc3)o2)c1
  1, 0, 1, -1.8, -0.7, 1, -2, 2, -3
COC(=O)c1ccc2c(=O)n(C3CCCCC3)c(SCC#N)nc2c1
  -10, 12, -21, 2.8, 1.0, -2, -3, -4, 2
Cc1ccc(S(=O)(=O)CCC(=O)N(C)C2CCCCC2)cc1
  -13, 2, -6, -3.4, -1.2, 8, 3, -2, -29
Cc1ccc(C(=O)OCC(=O)N2CC(=O)Nc3ccccc32)s1
  -9, 14, -5, -3.4, -2.3, 3, 5, 2, -10
CN(C)S(=O)(=O)c1ccc(C(=O)NCC(=O)N/N=C/c2ccccc2)cc1
  -5, 0, 5, -3.0, -5.3, -2, 1, 2, -17
CCn1c(Cn2nnc(-c3ccccc3)n2)nnc1SCC(=O)Nc1cccc(C)c1C
  0, 0, -8, -2.1, -2.6, 6, -14, -4, -32
O=C(Nc1nnc(C2=COCCO2)o1)c1ccc([N+](=O)[O-])cc1
  -10, 4, 6, -2.3, -4.4, 6, 14, 0, -6
O=C(O)c1ccc(CSc2nnc(SCc3ccccc3)s2)cc1
  -4, 13, 2, -1.7, 1.2, -3, 16, 0, -36
O=C(CNC(=O)c1ccc(Br)cc1)NCC(=O)OCc1ccc(Cl)cc1
  -1, 16, -1, -0.5, 0.2, 2, -10, -5, -3
COc1cccc(-n2c(SCC(=O)NCCC3=CCCCC3)nc3n[nH]c(C)c3c2=N)c1
  0, -31, 2, -2.7, -6.9, 2, -10, nt, -21
Cc1cccc(NC(=O)Cn2c(=O)oc3cc(S(=O)(=O)N4CCCC4)ccc32)n1
  -14, 4, -2, -5.7, -3.2, 0, 12, -3, -20

Values run as follows: pCIP destab, UBC9 SUMO inh, PfM18AAP inh, IMP-1 inh, VIM-2 inh, IDE inh, NS3 helicase inh, IDE cell activ, DNA FID counter
Cn1c(SCC(=O)Nc2cccc(S(=O)(=O)NC3=NCCCCC3)c2)nnc1-c1ccccc1
  -6, -6, -13, 1.7, 0.7, 1, 6, -1, -22
N#C/C(=N\Nc1ccc(Br)cc1)C(=N)N1CCOCC1
  3, 0, 6, -0.1, 2.3, 0, -23, -6, 8
Cc1cc(C(=O)NCC(c2cccs2)N2CCOCC2)ccc1[N+](=O)[O-] (stereo unspecified)
  -5, 8, 9, -4.6, -4.1, -1, -11, -1, -8
O=C(O)c1ccccc1N(Cc1ccccc1)C(=O)CO/N=C/c1ccccc1
  2, 8, -1, -2.5, -3.2, -3, 18, 1, -24
CCOC1CCCCC1NS(=O)(=O)c1ccc(Cl)cc1 (stereo unspecified)
  -11, 23, 3, -1.5, -2.1, 1, -3, 5, -10
CN(Cc1nccn1C)C(=O)c1ccc2nc(Cc3ccccc3F)oc2c1
  10, 1, 3, -2.9, -2.0, -3, 3, -8, -9
CC1CC(Nc2ccccc2)c2ccccc2N1C(=O)c1cccnc1 (stereo unspecified)
  -19, 17, 0, -2.2, -1.9, 9, -1, 4, -16
Cc1ccc(C)c(CSc2nnc(-c3ccccn3)n2N)c1
  4, 5, -10, -5.3, -3.8, 6, 3, -3, -14
Cc1ccc(-c2nc(CS(=O)CC(=O)N3CCN(c4ccc(F)cc4)CC3)c(C)o2)cc1 (stereo unspecified)
  -1, 2, 4, -1.4, -3.2, -4, -4, -4, -51
CC(=O)NCCn1c(SCC(=O)NCCC(C)C)nc2ccccc2c1=O
  -6, -7, 3, -1.1, -1.3, 2, 3, 3, -4
CCCCN(Cc1cc2cc(OC)ccc2[nH]c1=O)C(=O)c1ccco1
  1, -6, -2, -2.3, -2.6, -4, 0, -4, -20
Cc1cccc(C)c1N1CCN(S(=O)(=O)N2CCOCC2)CC1
  -35, 17, -11, -0.7, 1.5, 1, -3, -9, -15
NC(N)=Nc1cc2ccccc2c2ccccc12
  0, 86*, 4, -2.1, 0.0, 2, -12, nt, 19
CC(C)Oc1ncnc2c1[nH]c1ccccc12
  -13, 10, 6, -3.1, -2.4, 14, -4, -12, -2
COc1ccc(Sc2nc(-c3ccccn3)ncc2OC)cc1
  -2, 11, 4, -5.8, 7.9*, -2, -3, 1, -19
OC1(c2ccc(F)cc2)CCN(Cc2nnnn2Cc2cccs2)CC1
  -10, 8, 1, -1.6, -3.9, -2, -11, 4, -8
COCC(=O)N1CCC(Oc2ccc(C(=O)N3C[C@H]4CC[C@H]3C4)cc2)CC1
  -10, 4, 5, -2.7, -0.2, -1, 3, -8, -19
Nc1ccc(C(=O)NC2CCSc3ccccc32)cc1[N+](=O)[O-] (stereo unspecified)
  -12, -6, 0, -3.1, -1.1, 0, -7, 6, 4
CCCCNC(=S)N(CCN(CC)CC)Cc1cc2cc3c(cc2[nH]c1=O)OCO3
  -8, 5, 20, -3.2, -2.3, 5, -29, 4, 17
COc1ccc(N(C)C(=O)C2CCN(S(=O)(=O)c3cccc4nonc34)CC2)c(OC)c1
  -1, 7, 8, -1.1, -2.2, 2, -8, -1, -43
